UTI89 phage lysis = protection from phage-mediated lysis, alamar blue read-out – E. coli UTI89, K1F phage, bacterial capsule biogenesis inhibitors (AID 488966); E. coli UTI89 K1F phage lysis, alamar blue, 2 h; higher % means a stronger effect; one-dose inhibition, % at 100 µM; IC50 in µM for titrated hits; 340,000 tested, 0.02% active;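 active means phage lysis inhibition, versus mean bacterial control, above a set limit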;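 further: capsule biogenesis inhibitors block K1F phage lysis so surviving cells raise fluorescence; higher fluorescence means more inhibition of phage lysis; actives were called in the ten point dose series up to 300 µM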
Dengue-2 NS5 capping = flavivirus cap methylation enzyme inhibition – biochemical, confirmation dose response, primary screen (AID 588689); Dengue-2 NS5 methyltransferase capping enzyme assay, biochemical; higher % means a stronger effect; one-dose inhibition, % at 25 µM; IC50 in µM for titrated hits; 340,000 tested, 0.3% active; in the data active means a potency from the dose series
SV40 large T antigen = SV40 large T antigen inhibitors, biochemical (AID 1903) | SV40 large T antigen ATPase/helicase inhibition assay; higher % means a stronger effect | one-dose inhibition, % at 20 µM; IC50 in µM for titrated hits | 310,000 tested, 0.39% active; in the data active means a potency from the dose series; further: strong numbers were not always called active
MgcRacGAP inhibition = MgcRacGAP GTPase-activating activity inhibitors, confirmation, biochemical, ADP Hunter fluorescence; MgcRacGAP-stimulated Rac1 GTP hydrolysis, ADP Hunter fluorescence; higher % means a stronger effect; GST-tagged Rac1 F28L mutant substrate; inhibition, % at 30 µM; hits with a dose series show IC50 in µM; 340,000 tested, 0.6% active; AID 624330;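 active means first-screen hits whose inhibition reached a set limit at any dose in the follow-up dose series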;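 further: fluorescence reports GDP produced by GAP-driven GTP hydrolysis; strong numbers were not always called active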
HIV fusion peptide = cell-free HIV fusion peptide-binding blockers – biochemical, uHTS, fluorescence dequenching, primary screen (AID 1986); cell-free peptide binding, fluorescence dequenching, 30 min; higher % means a stronger effect; 290,000 tested, 0.3% active; inhibition, % at 20 µM; hits with a dose series show IC50 in µM; in the data active means inhibition mostly above about 52%, no sharp cut-off; inactive means mostly below about 76%; further: some results filed as inactive read as strong as hits
GPR55 LPI antagonism = inhibition of LPI-stimulated GPR55 beta-arrestin translocation – imaging, U2OS, beta-arrestin-GFP, LPI agonist, primary screen (AID 2013). U2OS GPR55 beta-arrestin-GFP translocation imaging, LPI antagonism; higher % means a stronger effect. one-dose inhibition, % at 10 µM; IC50 in µM for titrated hits. 290,000 tested, 0.13% active;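 active means spots per cell inhibited over 60%, with over 100 cells counted and total cytoplasm intensity under 500,000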;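 further: U2OS cells stably carrying GPR55 and arrestin-GFP stimulated by 5 µM LPI near EC80; imaged beta-arrestin-GFP aggregate spots per cell after agonist stimulation; plate controls were LPI-stimulated DMSO wells for no effect and DMSO wells without LPI for full effect; some results filed as inactive read as strong as hits; confirmed hits need IC50 under 10 µM and bright autofluorescent wells are also inconclusive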
GPR35 arrestin U2OS = GPR35 antagonists blocking zaprinast-driven arrestin recruitment, primary screen, imaging, U2OS, beta-arrestin-GFP, zaprinast agonist (AID 2058) | U2OS GPR35 beta-arrestin-GFP translocation imaging, zaprinast antagonism; higher % means a stronger effect | inhibition, % at 10 µM; hits with a dose series show IC50 in µM | 290,000 tested, 0.052% active;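 active means inhibition of at least 50% with at least 30 cells and total cytoplasm GFP at most 10,000,000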
PhoP inhibition = PhoP-dependent GFP reporter repression – Salmonella Typhimurium, primary screen (AID 1863) | one-dose inhibition, % at 50 µM; IC50 in µM for titrated hits | S. Typhimurium PhoP-regulated promoter GFP reporter, 4 h; higher % means a stronger effect | 300,000 tested, 0.16% active;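 active means inhibition over 29.93%, a cutoff 3 SD above the screen mean, later confirmed by dose response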;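 further: 0% = low Mg2+ inducing control and 100% = high Mg2+ repressing control; strong numbers were not always called active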
RSV antiviral HEp-2 = RSV antiviral activity via CPE protection, HEp-2 cells, primary 10 µM value included (AID 2391) | one-dose CPE inhibition, % at 10 µM; IC50 in µM for titrated hits | 310,000 tested, 0.13% active | HEp-2 cells, RSV-induced CPE inhibition; higher % means a stronger effect; in the data active means a potency from the dose series; further: strong numbers were not always called active
Dengue-2 NS5 capping pilot replicate = recorded beside Dengue-2 NS5 capping, whose call it bears; inhibition, %; measured here: pilot screen replicate inhibition
The depositor's hits bear a star; nt = not tested or not shown; [ ] = another dose, or the depositor's remark.

SMILES | UTI89 phage lysis | Dengue-2 NS5 capping | SV40 large T antigen | MgcRacGAP inhibition | HIV fusion peptide | GPR55 LPI antagonism | GPR35 arrestin U2OS | PhoP inhibition | RSV antiviral HEp-2 | others
O=C(OCC(=O)N1CCN(c2ccccc2)CC1)c1cc(Br)ccc1Cl | -0.2%[50 µM] | -4% | nt | 6% | nt | nt | nt | nt | 0.8%
CC(C)c1ccc(OCC(=O)NN2C(=O)c3ccccc3C2=O)c(Br)c1 | 0.0% | -1% | 4% | 1% | 1.6% | -18% | 11% | 2% | 1.0% | Dengue-2 NS5 capping pilot replicate=3.3
CC(NC(=O)CSc1n[nH]c(=O)[nH]c1=O)C1CC2CCC1C2 (centres undefined) | 0.1% | -11% | 10% | 2% | -0.7% | 12% | 9% | 3% | 0.9%
CC(=O)N/N=C/c1cc2c(cc1[N+](=O)[O-])OCO2 | -0.4% | 1% | 11% | 5% | -1.2% | -2% | -1% | -5% | -0.4%
CCN(CC)C(=O)COc1cccc2ccccc12 | 0.1% | -1% | -6% | 5% | 9.3% | 19% | 8% | 1% | 1.1%
COc1ccc2c(c1)C1=NN(/C(C)=C/C(C)=O)C(c3cccc(F)c3)C1CC2 (centres undefined) | 0.0% | -7% | -1% | -3% | 2.0% | 15% | -6% | 0% | 4.7%
O=C(O)c1cc2cc(OCc3ccccc3)ccc2[nH]1 | 5.9% | 5% | 4% | 2% | 13% | -5% | 23% | -4% | -0.1%
c1ccc(CNCCN2CCNCC2)nc1 | 1.4% | 0% | 3% | 1% | 0.6% | 0% | 2% | 13% | 0.1%
Cc1ccc2nc(Nc3ccc(Cl)cc3)c3nncn3c2c1 | 0.8% | -18% | -4% | -3% | 1.3% | -13% | -3% | 12% | 45%
CCOc1ncccc1C(=O)Nc1ccc(-c2cn3ccsc3n2)cc1 | -0.1% | 2% | 5% | 0% | -0.6% | 4% | -20% | 12% | 1.6%
CC1CCN(c2nc3c(N)ncnc3n2[C@@H]2O[C@H](CO)[C@@H](O)[C@H]2O)CC1 | 0.2% | 2% | 8% | 8% | -1.0% | 2% | -5% | 2% | 0.6%
Cc1c(C(=O)Nc2c3c(nn2C(C)(C)C)CS(=O)(=O)C3)cccc1[N+](=O)[O-] | 0.0% | -2% | 7% | 7% | -2.1% | 2% | 15% | -2% | 0.4%
CC(C)(C)c1ccc(N2C(=N)SCC2=O)cc1 | 0.5% | -3% | 15% | 8% | -0.6% | 6% | 14% | -1% | nt
O=C(NCCCn1ccnc1)/C(=C/c1ccco1)NC(=O)c1ccco1 | 0.0% | 13% | 7% | 14% | 0.3% | 14% | -1% | -4% | 5.0%
Cc1ccc(S(=O)(=O)N(C)C)cc1NC(=O)COC(=O)C1CCCC1 | 0.2%[50 µM] | 1% | 18% | 2% | nt | nt | nt | 6% | -0.2%
O=C(O)c1cccc(NC(=O)c2cccc(NC(=O)C3CCCO3)c2)c1 (centres undefined) | 0.0% | -1% | 8% | 1% | -1.5% | -5% | -15% | 17% | 0.6%
O=C(CSc1nc2ccc(Cl)cc2[nH]1)Nc1ccc2[nH]c(=O)[nH]c2c1 | -0.5%[50 µM] | 4% | 20% | 3% | nt | nt | nt | -10% | -1.0%
COCCNC(=O)c1c(N)n(/N=C/c2cccs2)c2nc3ccccc3nc12 | 2.4% | -1% | 13% | -2% | 1.5% | 25% | -7% | 9% | 2.4%
CC(=O)c1ccc(C(=O)N(C)C2CCCN(Cc3ccccc3F)C2)s1 (centres undefined) | 0.1% | -12% | 2% | 9% | 0.3% | 0% | 12% | 4% | -0.1%
CS(=O)(=O)N1CCC(C(=O)Nc2cccc(Br)c2)CC1 | 0.7% | 0% | 10% | 11% | -1.3% | 15% | -14% | 7% | 2.1%
COCCn1c(=NC(=O)CSCC(=O)N2CCOCC2)sc2cc(C)ccc21 | 0.8%[50 µM] | -3% | 8% | 9% | 1.2% | 3% | -9% | -6% | 2.3%
Cc1cc(C)cc(N(CC(=O)NC2CCCCC2)C(=O)c2ccc(C)s2)c1 | 0.0% | -3% | 3% | 1% | 0.3% | 3% | 3% | 0% | -0.3%
CCOc1ccc(CCNC(=O)c2ccc(Cl)c(S(=O)(=O)N3CCOCC3)c2)cc1OCC | 0.3%[50 µM] | -7% | 16% | 5% | nt | nt | nt | 0% | 20%
CC1CSc2n(-c3cccc(C(F)(F)F)c3)cc(-c3ccccc3)[n+]21 (centres undefined) | 0.4% | 2% | 4% | 10% | -2.0% | -1% | 9% | -1% | -0.8%
CCCSc1nnc2n(-c3ccccc3OC)c(=O)c3c4c(sc3n12)CCC4 | -0.2% | -4% | 5% | 14% | -0.6% | -1% | -8% | -9% | 3.9%

(continued)
SMILES | UTI89 phage lysis | Dengue-2 NS5 capping | SV40 large T antigen | MgcRacGAP inhibition | HIV fusion peptide | GPR55 LPI antagonism | GPR35 arrestin U2OS | PhoP inhibition | RSV antiviral HEp-2 | others
COc1ccc([C@H]2CC(=O)C=C(c3cc4ccccc4s3)C2)cc1 | 3.0% | 3% | nt | 7% | nt | nt | nt | nt | 3.5%
O=C(CCN1C(=O)/C(=C/c2cccs2)SC1=S)NNC(=O)c1cccc(O)c1 | 0.5% | 16% | 1% | 11% | 28% | -22% | -18% | 2% | -1.2%
COc1cccc(NC(=O)CSc2nnc(-c3cccs3)n2C)c1 | 0.6% | 1% | -12% | 12% | 1.5% | 6% | -7% | 27% | 0.9%
O=C(c1ccccc1)N1CCN(c2ccc(Cl)cc2)CC1 | 1.9% | -7% | 14% | 3% | -3.1% | 8% | -6% | -2% | 18%
COc1cc(C)c(Cl)c(C)c1S(=O)(=O)NC1CC(C)(C)NC(C)(C)C1 | -0.2% | -9% | 9% | 2% | -0.1% | 10% | 12% | -5% | -3.1%
CC(=O)NC1CC2CCCC(C1)N2CC(=O)NCc1ccc(F)cc1 (centres undefined) | 2.2% | -2% | 9% | 6% | 0.3% | -2% | 1% | -2% | 2.5%
Cc1sc(NC(=O)c2ccco2)c(C(c2cccnc2)N2CCCC2)c1C (centres undefined) | 3.2% | -5% | 32% | 12% | -2.3% | 24% | 2% | 4% | 0.8%
N#Cc1nc(-c2ccc(OCc3ccc(Cl)cc3)cc2)oc1N1CCOCC1 | 1.6% | -4% | 3% | 3% | 0.9% | 2% | 8% | -2% | 0.9%
Cc1ccc(N2CCN(c3ccc(NCc4nc5ccccc5n4C)cc3)CC2)cc1 | 1.6%[50 µM] | 4% | 7% | 13% | 14% | 0% | -8% | 13% | 15%
O=C(NCCOc1ccccc1)C1CCC(=O)N(CCCN2CCOCC2)C1 (centres undefined) | 0.0% | -5% | 16% | 8% | 2.8% | -4% | -15% | -3% | 0.8%
CCc1cccc(NC(=O)Cn2c(=O)n(CCC(=O)NCC3CCCO3)c(=O)c3cc(OC)c(OC)cc32)c1 (centres undefined) | -0.3% | -7% | 4% | -1% | 1.0% | -6% | 3% | 7% | 12%
COc1ccc(-n2ncc3c(NCCCn4ccnc4)ncnc32)cc1 | -0.2% | -1% | 12% | 0% | 0.2% | 11% | 4% | 5% | 2.8%
CC(C)[C@H](NC(=O)c1ccco1)C(=O)NC12CC3CC(CC(C3)C1)C2 | -0.6% | 4% | 8% | -5% | -1.4% | 2% | -6% | 1% | -0.4%
Cc1nn(C)c(C)c1CNC(=O)Nc1cccc(Cl)c1 | -0.1% | 2% | 9% | 1% | -0.4% | 20% | -12% | 1% | 0.8%
CCN(CC)c1ccc(/C=C/c2ccc3ccc(OC)cc3[n+]2CC)cc1 | -0.3% | 8% | 20% | 13% | -2.6% | 2% | -2% | 4% | 14%
C=CCN1C(=O)/C(=N/n2cnnc2)c2ccccc21 | 4.2% | -25% | 25% | 19% | -2.2% | 4% | 10% | 8% | -0.2%
CCS(=O)c1ccccc1C(=O)OC(C)C(=O)Nc1ccc(S(=O)(=O)N2CCCC2)cc1 (centres undefined) | 0.3%[50 µM] | -4% | 19% | -1% | nt | nt | nt | 4% | 3.2%
CC(C)N1CCN(Cc2cc3ccccc3[nH]2)CC1CCO (centres undefined) | 4.8% | -11% | 4% | 3% | 3.4% | 3% | 3% | 3% | 1.3%
CCc1ccc(OCC(=O)NNC(=O)CSc2nnc(-c3ccc(C)cc3)n2C)cc1 | 1.0% | 1% | 0% | 0% | 0.1% | -4% | -10% | 3% | 3.7%
COc1ccc(C(=O)NCc2csc(C(C)C)n2)cc1OC1CCN(C(C)=O)CC1 | -0.4%[50 µM] | 0% | 9% | 4% | 0.3% | 7% | -6% | -4% | 1.4%
C=CCOc1c(OC)cc(Cl)cc1C1NC(=O)NC(C)=C1C(C)=O (centres undefined) | 1.1% | -7% | 1% | 13% | 1.6% | 3% | 9% | 0% | 2.6%
COc1cc(-n2c(C)nc3cc(C(=O)NCc4ccco4)ccc32)cc(OC)c1OC | 0.2% | 1% | 3% | 11% | -1.2% | -16% | 6% | 0% | -0.9%
COc1cc(-c2noc(-c3cccc(Cl)c3)n2)cc(OC)c1OC | 1.5% | 2% | 2% | 5% | 0.5% | -5% | -7% | 17% | 1.4% | Dengue-2 NS5 capping pilot replicate=5.2
O=C(O)C1CCCCC1C(=O)Nc1ccc(Cl)cc1 (centres undefined) | 3.9% | -7% | 0% | 7% | -2.0% | 5% | -4% | -4% | -0.5%
CCn1c(=O)cc(OCC(=O)NCc2ccco2)c2ccccc21 | -0.1% | -1% | 2% | 3% | 2.8% | -5% | 20% | 10% | -1.8%

Remaining list, next part.
SMILES | UTI89 phage lysis | Dengue-2 NS5 capping | SV40 large T antigen | MgcRacGAP inhibition | HIV fusion peptide | GPR55 LPI antagonism | GPR35 arrestin U2OS | PhoP inhibition | RSV antiviral HEp-2 | others
Cn1c(=O)c2c(nc(CN3CCN(Cc4ccccc4)CC3)n2Cc2ccc(Cl)cc2)n(C)c1=O | 3.4% | -2% | 8% | -2% | -2.7% | -13% | 8% | 11% | 5.6%
COc1cccc(C(=O)OCC(=O)Nc2nnc(-c3ccccc3)o2)c1 | 0.9%[50 µM] | -14% | 10% | 3% | nt | nt | nt | -6% | 1.9%
Cc1ccc(F)cc1NC(=O)N1c2ccccc2NC(=O)CC1C (centres undefined) | 0.8% | -2% | 7% | 5% | -1.7% | 8% | -9% | -3% | 0.8%
O=S(=O)(c1ccc(Cl)c(NC(=S)Nc2ccccc2N2CCOCC2)c1)N1CCOCC1 | 0.2% | -5% | 2% | 15% | 1.3% | 1% | 16% | 8% | 0.8%
CCOC(=O)Cn1c(=O)c2c(nc3n2CC(C)CN3Cc2ccccc2)n(C)c1=O (centres undefined) | 0.1% | -3% | 5% | 3% | -0.7% | -2% | 2% | 6% | 0.3%
O=C(NNC(=O)c1cc(Br)c(Br)s1)c1ccncc1 | 0.9%[50 µM] | -4% | nt | 4% | nt | nt | nt | nt | 1.7%

High-throughput results (PubChem)
